# Screening data: PubChem, several laboratories
# P. falciparum M17LAP = P. falciparum M17LAP inhibitors, primary screen, biochemical, fluorogenic H-Leu-NHMec substrate, 1536-well (AID 1619); recombinant M17LAP, H-Leu-NHMec fluorogenic kinetic assay; higher % means a stronger effect; inhibition, % at 30 µM, or IC50 in µM where a hit was titrated; hit rate 0.38% among 220,000;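 active = compound inhibiting the enzyme by more than half at any dose during confirmatory dose-response retesting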;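 also: plate controls were full reaction with DMSO carrier for no effect and no enzyme background for full effect; strong numbers were not always called active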
# Dynein transport = dynein cargo transport inhibition | 3617.4 mouse cells, GR-EGFP nuclear translocation imaging; test concentration mostly 20 µM; stimulated with dexamethasone, 1 µM; stronger effect = lower value | z-score, hits read low | hit rate 0.47% among 220,000;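 active = plate z-score of nuclear minus cytoplasmic receptor signal below a set negative limit, without overly bright fluorescence or cell loss, cut at about -3.5 in these data, passing the limit was not always enough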;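 also: z-score of nuclear minus cytoplasmic ring GR-EGFP intensity difference per well; some compounds called inactive have numbers as strong as hits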
#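 Buffer or medium: tet-free, stripped-serum medium; reagent: dexamethasone at 1.0 µM final, 30 min; incubation: 48 h induction, 1 h compound, 30 min dex at 37 °C; measured by: formaldehyde fixation, Hoechst nuclear stain, 10x automated fluorescence imaging; read-out: nuclear-to-cytoplasmic GR-EGFP distribution per well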
# CSM14.1 death rescue = protection against thapsigargin-triggered cell killing – 384-well, CSM14.1, ATP luminescence, primary screen (AID 1222); CSM14.1 thapsigargin-induced death rescue, ATP luminescence; higher % means a stronger effect; one-dose cellular ATP content (survival), % at 20 µM; EC50 in µM for titrated hits; 190,000 tested, under 10 active;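 active = EC50 below 50 µM in the dose-response confirmation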;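 also: death triggered by thapsigargin at about 15 µM added after 2 h compound pretreatment; cell ATP read after overnight thapsigargin exposure of roughly 18 to 22 hours; normalized against plate controls of thapsigargin alone and 5% DMSO vehicle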
# MT stabilizer = stabilizes microtubules in HeLa cells | hit rate 0.83% among 200,000 | % tubulin-high responders, % at 10 µM | HeLa tubulin immunostaining HCS, 24 h; share of cells brighter than vehicle mean+2SD;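 active = plate Z-score above 3 for both tubulin-high and condensed-nucleus cell shares, with cell loss under 80%, at 10 µM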;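 also: anti alpha tubulin signal scored within the nucleus-defined area of each cell; some results filed as inactive read as strong as hits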
# Yfh1-depleted yeast = enhancers of respiration in Yfh1-depleted yeast, dose response, Friedreich's ataxia, plus single-dose screen (AID 1465). fold induction at 50 µM; hits with a dose series show EC50 in µM. S. cerevisiae Yfh1-off respiration, WST-1 reduction, 72 h; higher fold induction means a stronger effect. hit rate 0.074% among 220,000;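 active = fold induction of absorbance versus untreated yeast above a set limit, then at least 30% activation at any dose in follow-up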;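 also: activators that raise dye reduction in frataxin-depleted yeast; strong numbers were not always called active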
# P. falciparum M1AAP = malaria alanyl aminopeptidase activity blockers – biochemical, fluorogenic H-Leu-NHMec substrate, 1536-well (AID 1445); recombinant M1AAP, H-Leu-NHMec fluorogenic kinetic assay; higher % means a stronger effect; inhibition, % at 30 µM, or IC50 in µM where a hit was titrated; hit rate 0.42% among 220,000;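 active = primary inhibition above the hit cutoff, then over 50% inhibition at one or more dose response concentrations, cut at about 23% in these data, passing the limit was not always enough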;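 also: plate controls were DMSO full reaction for no effect and no enzyme background for full effect; strong numbers were not always called active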
# Insulin prom up = MIN6 insulin promoter up-regulation; MIN6 insulin promoter-GFP reporter, high-content imaging; stronger effect = higher value; z-score at 5 µM; hit rate 0.3% among 190,000; AID 1625;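 active = z-score above 3 at 5 µM with at least 500 cells counted in the well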
# Hep lipid drop = modulators of hepatic lipid droplet formation. AML12 mouse hepatocytes, oleate lipid droplets, BODIPY imaging. inhibition, % at 6.5 µM. hit rate 0.4% among 240,000. AID 1656;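 active = lipid droplet intensity inhibited by at least 50%, with more than 500 cells counted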
#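 Assay system: AML12 hepatocytes (mouse) / Also added: 100 µM oleic acid challenge / Times: overnight treatment with compound plus oleate / Detection: high-content imaging of BODIPY-stained droplets and DAPI nuclei / Evaluation: % inhibition of lipid droplet signal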
# Autophagy HCS = modulators of autophagy; MEF GFP-LC3 puncta imaging; test concentration mostly 10 µM; hit rate 0.98% among 190,000; calls only at 10 µM (by protocol); AID 463193;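 active = percentage of spot-positive cells more than 3 SD above its plate mean, without a fluorescence outlier flag or 80% toxicity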;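 also: spot-positive cell cutoff set from DMSO-treated cells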
# Dynein transport cytoplasmic EGFP = further read-out of Dynein transport, marked with its call; z-score; measured here: cytoplasmic GR-EGFP intensity; stronger effect = higher value
# Dynein transport nuclear GR-EGFP = second read-out of Dynein transport, no call of its own (marks repeat the call); z-score; measured here: nuclear GR-EGFP intensity;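 lower value marks the stronger effect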
# Dynein transport cell count = second read-out of Dynein transport, no call of its own (marks repeat the call); z-score; measured here: cell count per field
# Insulin prom up cell count = recorded beside Insulin prom up, whose call it bears; cell count; measured here: cytotoxicity, nuclei count;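 total cells summed across four imaged fields per well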
# Hep lipid drop cells 6.5 µM = further read-out of Hep lipid drop, marked with its call; cell count; measured here: cell count, cytotoxicity flag;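 cells counted across two imaged fields per well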
# MT stabilizer Hoechst-high % = also measured in MT stabilizer; calls as there; % Hoechst-high responders; measured here: nuclear condensation Hoechst responders;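 share of cells brighter than vehicle mean plus two SD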
# MT stabilizer cytotoxicity % = recorded beside MT stabilizer, whose call it bears; toxicity, %; measured here: cytotoxicity by cell density;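 0% = mean cell density of plate MIN control wells and 100% = no cells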
# Autophagy HCS cell loss 18 h = further read-out of Autophagy HCS, marked with its call; toxicity, %; measured here: cell loss, nuclei count;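 cell loss after 18 h compound exposure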
# Starred values were filed as active, the others as inactive; i = inactive; · = not tested or not shown.
Structure,P. falciparum M17LAP,Dynein transport,Dynein transport cytoplasmic EGFP,Dynein transport nuclear GR-EGFP,Dynein transport cell count,CSM14.1 death rescue,MT stabilizer,MT stabilizer Hoechst-high %,MT stabilizer cytotoxicity %,Yfh1-depleted yeast,P. falciparum M1AAP,Insulin prom up,Insulin prom up cell count,Hep lipid drop,Hep lipid drop cells 6.5 µM,Autophagy HCS,Autophagy HCS cell loss 18 h
COc1ccccc1NC(=S)NCCc1ccc(Cl)cc1,7%,-0.48,-0.25,-0.92,-0.028,-0.8%,2.6,1.7,8.6,i,10%,-0.74,1644,·,·,i,-1
Cc1[nH]c2ccccc2c1-c1nc2ccccc2[nH]1,17%,-0.66,-0.063,-0.15,0.84,-0.9%,3.9,2.8,4.5,i,13%,-2.3,690,·,·,i,12
Fc1cc2nccnc2cc1N1CCSCC1,9%,-0.76,-0.2,-1,0.45,·,1.8,3.0,1.4,i,2%,-0.46,1331,-6,667,i,1
Cc1ccc(C(=O)NS(=O)(=O)c2ccc(C)cc2)cc1,-16%,0.2,-0.28,0.021,0.49,·,·,·,·,i,8%,0.47,1397,-7,754,·,·
CCN(CC)C(=O)C1CCN(Cc2ccc(Br)cc2)CC1,20%,0.3,-0.28,0.54,-0.7,-0.4%,3.9,2.8,8.5,i,8%,-0.12,1060,·,·,i,13
COc1ccccc1Oc1cc(C#N)c(C#N)cc1-n1nnc2ccccc21,3%,-0.97,-0.17,-0.18,-0.62,-0.3%,11,1.0,11,·,9%,-0.19,1216,·,·,i,12
O=C(CCCCCNC(=O)c1ccccc1)N/N=C/c1ccc(F)cc1,2%,-0.41,0.19,0.26,-0.2,0.0%,4.5,3.1,7.1,i,3%,-0.21,1204,9,689,i,-2
NC(=O)CC(NC(=O)Cc1ccc(Cl)cc1)c1ccc(NCC2CC2)c([N+](=O)[O-])c1 (centres undefined),5%,0.43,-0.79,0.14,0.23,·,·,·,·,i,0%,0.02,985,14,714,·,·
CCn1cc(C(=O)NCCCOC(C)C)c2cc(OC)c(OC)cc2c1=O,22%,-1.1,-0.19,-0.39,0.55,-1.3%,2.3,2.9,11,i,-7%,1.6,1145,-1,797,i,3
Cc1ccc(-n2cccn2)c(CN2CCCC(C(=O)c3sccc3C)C2)c1 (centres undefined),-5%,-0.48,-0.18,-0.085,0.7,-1.6%,2.2,2.2,7.4,i,3%,-2,1380,-30,689,i,9
COc1ccc(CCN2C(=O)c3[nH]nc(-c4ccccc4O)c3C2c2cccc(Cl)c2)cc1 (centres undefined),6%,1.5,-0.25,-0.53,0.027,-2.3%,20*,17*,37*,i,-4%,-0.29,1309,·,·,i,41
CCOc1ncccc1C(=O)OCc1ccc([N+](=O)[O-])cc1,3%,0.29,-0.19,0.27,-1.3,-0.7%,2.6,1.5,7.9,i,-5%,-0.09,1298,12,685,i,-4
COc1ccccc1OCC(=O)Nc1ccc2c(c1)n(C)c(=O)n2C,-2%,-0.33,-0.25,-0.2,0.46,3.6%,1.6,2.2,1.7,i,0%,-0.24,1135,8,746,i,-38
COc1ccc(/C=C/C(=O)N2CCNC(=O)C2)c(OC)c1,8%,-0.19,-0.26,0.22,0.63,-0.9%,5.8,2.4,10,i,1%,-0.18,1321,-4,681,i,7
CCC(=O)Nc1nnc(SCCOC)s1,-2%,0.27,-0.09,0.42,-0.64,-2.5%,2.4,1.2,0.8,i,-1%,-0.43,1662,16,635,i,1
COc1ccc2c(CCNC(=O)CN3C(=O)c4ccccc4C3=O)c[nH]c2c1,28%,0.38,-0.23,0.63,-0.52,-0.6%,1.8,2.2,7.9,i,3%,0.03,1320,-1,622,i,-2
O=S(=O)(/N=C/c1ccccc1O)c1cccs1,-2%,-0.47,-0.2,-0.12,0.42,1.0%,1.6,1.7,12,i,0%,0.23,1136,·,·,i,-13
CN(C)C(=C(C#N)C#N)N1CCN(c2ccc(Cl)c(Cl)c2)CC1,1%,-0.54,-0.38,-0.055,0.33,0.4%,2.2,1.8,9.1,i,1%,·,·,·,·,i,-25
CCOC(=O)N1CCN(Cc2nc(-c3cccc(C)c3)no2)CC1,-5%,-0.33,-0.18,-0.26,0.37,2.3%,2.1,1.6,10,i,-1%,-0.38,901,-12,806,i,11
COC(=O)COc1ccc(S(=O)(=O)NCc2ccncc2)cc1,-11%,0.088,-0.24,0.031,0.0063,-1.9%,3.1,2.6,4.9,·,2%,-1.8,845,-31,660,i,11
Cc1cc(C)nc(Sc2ccc([N+](=O)[O-])cc2[N+](=O)[O-])n1,-4%,2.5,0.16,1.7,-2.4,-0.6%,5.2,4.3,6.2,i,3%,0.07,1274,-6,503,i,-3
CCOC(=O)N1CCN(C(=O)CCCCn2c(=S)[nH]c3ccsc3c2=O)CC1,21%,0.51,-0.27,0.3,-0.054,-7.5%,2.7,3.0,2.3,i,2%,0.46,1318,-19,684,i,-1
C(=C\c1ccccc1)/CSc1nnc(-c2cccnc2)n1Cc1ccco1,10%,0.54,-0.31,0.53,-0.095,0.3%,5.3,3.5,2.3,i,-2%,-0.63,895,·,·,i,8
CCn1c(CSc2nc3ccccc3s2)n[nH]c1=S,22%,0.74,0.11,0.47,-0.71,0.1%,2.7,2.0,4.9,i,10%,·,·,8,793,i,0
CC1CN(c2cc3nccnc3cc2F)CC(C)O1 (centres undefined),14%,-0.93,-0.24,-0.43,0.38,-3.0%,2.6,1.7,3.7,i,6%,0.75,1198,0,692,i,-8

# The closing 2 compounds of the section before are carried over, then new ones follow.
Structure,P. falciparum M17LAP,Dynein transport,Dynein transport cytoplasmic EGFP,Dynein transport nuclear GR-EGFP,Dynein transport cell count,CSM14.1 death rescue,MT stabilizer,MT stabilizer Hoechst-high %,MT stabilizer cytotoxicity %,Yfh1-depleted yeast,P. falciparum M1AAP,Insulin prom up,Insulin prom up cell count,Hep lipid drop,Hep lipid drop cells 6.5 µM,Autophagy HCS,Autophagy HCS cell loss 18 h
CCn1c(CSc2nc3ccccc3s2)n[nH]c1=S,22%,0.74,0.11,0.47,-0.71,0.1%,2.7,2.0,4.9,i,10%,·,·,8,793,i,0
CC1CN(c2cc3nccnc3cc2F)CC(C)O1 (centres undefined),14%,-0.93,-0.24,-0.43,0.38,-3.0%,2.6,1.7,3.7,i,6%,0.75,1198,0,692,i,-8
Cc1cccc(-c2cc3nc(C)cc(NCCCN(C)C)n3n2)c1,2%,0.66,0.35,1.2,0.61,·,3.8,3.0,15,i,2%,-0.72,1202,6,681,i,8
Cc1ccccc1NC(=O)CSc1n[nH]c(-c2ccco2)n1,10%,0.62,0.34,0.33,-1,0.0%,0.7,0.3,7.8,i,-1%,-0.9,1450,-8,704,i,-1
Fc1ccccc1NC(=S)N1CCN(C/C=C/c2ccccc2)CC1,-6%,-0.61,-0.28,-0.57,0.69,3.5%,1.7,3.0,9.7,i,5%,0.62,1272,-3,558,i,-15
COc1ccc(N(C)C(=O)c2ccc3snnc3c2)cc1,2%,1.6,-0.21,0.83,-0.048,·,4.3,1.1,8.5,i,3%,·,·,3,579,i,0
COC(=O)c1ccc(COc2ccc(C3C4=C(CCCC4=O)Nc4onc(C)c43)cc2)cc1 (centres undefined),2%,-0.26,-0.23,0.14,-0.36,·,1.3,2.2,6.6,i,5%,0.23,1258,27,635,i,1
CCOP(=O)(OCC)c1nc(-c2ccc(Cl)cc2Cl)oc1N1CCOCC1,2%,1.1,-0.23,0.16,0.43,0.0%,2.0,1.6,2.3,i,3%,-1.5,1334,34,718,i,4
O=C(CSc1n[nH]c(-c2ccccc2)n1)Nc1ncc(Br)cc1Br,5%,0.37,-0.15,1.1,0.1,-1.8%,2.8,1.7,7.8,i,15%,-0.25,1414,·,·,i,-35
NC(=O)c1ccc(-n2nnnc2Oc2ccccc2)cc1,5%,-1.4,-0.24,-0.69,-0.032,3.1%,2.4,1.9,1.6,i,7%,-1.6,1236,14,793,i,-4
COC(=O)C1=C(C)N(Cc2ccc(OC)c(OC)c2)C(=O)C1,-2%,0.61,-0.21,-0.002,0.26,-1.1%,2.4,1.5,6.0,i,0%,0.39,1554,·,·,i,28
O=C1NCCN(Cc2ccc(-c3ccccc3)cc2)C1CC(=O)N1CCN(CCO)CC1 (centres undefined),17%,0.14,-0.24,0.088,0.75,-1.4%,4.1,1.4,3.6,i,3%,-0.18,1379,31,724,i,17
COc1ccc(S(=O)(=O)NCC(=O)N(CC(=O)NC(C)(C)C)Cc2cccs2)cc1,0%,-0.78,-0.27,-0.37,1,0.7%,1.8,2.1,5.6,i,-4%,·,·,-14,685,i,-4
Cc1cccc(OCC(=O)N(C)CCc2ccccn2)c1,8%,0.024,-0.29,0.29,0.77,0.1%,3.0,2.1,6.8,i,3%,-0.23,939,2,743,i,3
N#CC1=C(N)Oc2nc[nH]c(=O)c2C1c1cccs1 (centres undefined),3%,0.053,-0.2,0.051,0.2,0.6%,2.2,1.9,10,i,12%,0.02,1143,8,686,i,-4
C=CCn1c(C)c(C(C)=O)c(N2CCOCC2)nc1=S,11%,-0.88,1.9,-0.2,0.64,6.4%,2.2,1.8,5.8,i,-3%,0.14,1169,-2,760,i,-6
O=C(NCc1cccnc1)c1cc(Sc2ccccc2Cl)nc2ccccc12,3%,-0.085,-0.073,0.3,-0.46,-2.0%,3.8,2.0,5.0,i,2%,-0.85,1405,15,710,i,13
COCCNc1nc2nonc2nc1N(C)Cc1cccc2cnccc12,38%,0.91,-0.25,0.16,0.49,2.1%,1.2,1.1,7.4,i,10%,-0.81,1693,0,740,i,-3
